# High-throughput results as filed in PubChem.
# NALP3 yeast inh: NALP3 inhibition in yeast; Yeast reconstituted NLRP3/ASC/caspase-1, beta-gal luminescence, 24 h; inhibition, % at 10 µM; 330,000 compounds, 0.39% hits; AID 2825;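 active = inhibition of 50% or more; inactive = inhibition below 50%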;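 note: plate controls were induced DMSO wells for no effect and uninduced yeast grown without galactose for full effect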
# SENP1 inh: inhibitors of human SENP1 SUMO protease catalytic domain. Q9P0U3. recombinant SENP1 catalytic domain, CyPet-SUMO1-YPet FRET cleavage. inhibition, % at 10 µM. 360,000 compounds, 0.21% hits. AID 624204;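 active = inhibition at least 30% at 10 µM, raw YFP signal under a set limit, fluorescence ratio 0.5 to 1.5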;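 note: 0% = enzyme with DMSO and 100% = no enzyme wells; some results filed as inactive read as strong as hits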
#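 Test system: hSENP1 catalytic domain, recombinant; Amount: 20 pM final SENP1 enzyme; Medium: Tris pH 8 buffer plus EDTA, NaCl, BME, BSA, NP40, catalase; Schedule: 50 min enzyme reaction, room temperature, light-protected; Technique: FRET fluorescence in CFP and YFP emission channels; Controls: no-enzyme wells low, DMSO-plus-enzyme wells high control.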
# SENP6 block: SENP6 protease inhibition; Q9GZR1; Recombinant SENP6 catalytic domain, aminoluciferin luminescence; inhibition, % at 10 µM; 330,000 compounds, 1.8% hits; AID 2599;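 active = inhibition above about 50% at the single tested dose, limit read from the data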;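 note: plate controls were DMSO wells with enzyme for no effect and DMSO wells lacking enzyme for full effect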
# HKDC1 inhibitor: inhibitors of human hexokinase HKDC1; Q2TB90; recombinant HKDC1, G6PDH/diaphorase resazurin coupled fluorescence; inhibition, % at 20 µM; 340,000 compounds, 0.16% hits; AID 493160;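 active = inhibition above about 35% when tested at 20 µM, limit read from the data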;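 note: plate controls were DMSO wells with enzyme for no effect and DMSO wells lacking enzyme for full effect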
#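 Test system: recombinant HKDC1 (HK5) hexokinase enzyme, produced in-house / Doses: 20 µM test compound, 1% DMSO / Timing: 90 min, room temperature / Detection: G6PDH/diaphorase-coupled fluorescence, 1 mM NADP, 100 µM resazurin, 525/613 nm / Control set: DMSO wells with and without enzyme mix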
# PfG6PD inh: PfG6PD (Plasmodium falciparum) enzyme inhibition | PfGluPho enzyme, NADPH resazurin-diaphorase fluorescence | inhibition, % at 20 µM | 350,000 compounds, 0.78% hits | AID 504690;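 active = inhibition reaching at least a set limit at 20 µM in the primary screen, cut at about 59% in these data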;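 note: 0% = DMSO wells with substrate and 100% = DMSO wells lacking glucose-6-phosphate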
# SENP7 block: blocks the human protease SENP7. Q9BQF6. recombinant SENP7, Z-RLRGG-aminoluciferin luminescence, 40 min. inhibition, % at 5 µM. 330,000 compounds, 1.5% hits;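 active = inhibition above about 50% at the single test dose, limit read from the data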;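 note: plate controls were DMSO with enzyme for no effect and no enzyme buffer wells for full effect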
# SENP8 block-1: SENP8 (human) protease inhibition; AID 602440; Q96LD8; 360,000 compounds, 0.64% hits; recombinant SENP8, Nedd8 substrate fluorescence; inhibition, % at 20 µM; in the data active = inhibition mostly above about 40%, no sharp cut-off; inactive = mostly below about 27%
# SENP8 block-2: SENP8 protease inhibition. purified SENP8, Z-RLRGG-aminoluciferin cleavage, luminescence. inhibition, % at 10 µM. 330,000 compounds, 1.2% hits. AID 2540; in the data active = inhibition above about 50%
# Apaf1 inhib: inhibitors of human Apaf-1 apoptosome; O14727; reconstituted apoptosome caspase-3 activity, DEVD-Rh110 fluorescence; inhibition, % at 20 µM; 330,000 compounds, 0.71% hits; AID 489030; active = inhibition of at least 40% at 20 µM;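 note: plate controls were DMSO wells for no effect and DEVD-CHO caspase inhibitor wells for full effect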
# Target sequence (O14727 whole entry, looked up): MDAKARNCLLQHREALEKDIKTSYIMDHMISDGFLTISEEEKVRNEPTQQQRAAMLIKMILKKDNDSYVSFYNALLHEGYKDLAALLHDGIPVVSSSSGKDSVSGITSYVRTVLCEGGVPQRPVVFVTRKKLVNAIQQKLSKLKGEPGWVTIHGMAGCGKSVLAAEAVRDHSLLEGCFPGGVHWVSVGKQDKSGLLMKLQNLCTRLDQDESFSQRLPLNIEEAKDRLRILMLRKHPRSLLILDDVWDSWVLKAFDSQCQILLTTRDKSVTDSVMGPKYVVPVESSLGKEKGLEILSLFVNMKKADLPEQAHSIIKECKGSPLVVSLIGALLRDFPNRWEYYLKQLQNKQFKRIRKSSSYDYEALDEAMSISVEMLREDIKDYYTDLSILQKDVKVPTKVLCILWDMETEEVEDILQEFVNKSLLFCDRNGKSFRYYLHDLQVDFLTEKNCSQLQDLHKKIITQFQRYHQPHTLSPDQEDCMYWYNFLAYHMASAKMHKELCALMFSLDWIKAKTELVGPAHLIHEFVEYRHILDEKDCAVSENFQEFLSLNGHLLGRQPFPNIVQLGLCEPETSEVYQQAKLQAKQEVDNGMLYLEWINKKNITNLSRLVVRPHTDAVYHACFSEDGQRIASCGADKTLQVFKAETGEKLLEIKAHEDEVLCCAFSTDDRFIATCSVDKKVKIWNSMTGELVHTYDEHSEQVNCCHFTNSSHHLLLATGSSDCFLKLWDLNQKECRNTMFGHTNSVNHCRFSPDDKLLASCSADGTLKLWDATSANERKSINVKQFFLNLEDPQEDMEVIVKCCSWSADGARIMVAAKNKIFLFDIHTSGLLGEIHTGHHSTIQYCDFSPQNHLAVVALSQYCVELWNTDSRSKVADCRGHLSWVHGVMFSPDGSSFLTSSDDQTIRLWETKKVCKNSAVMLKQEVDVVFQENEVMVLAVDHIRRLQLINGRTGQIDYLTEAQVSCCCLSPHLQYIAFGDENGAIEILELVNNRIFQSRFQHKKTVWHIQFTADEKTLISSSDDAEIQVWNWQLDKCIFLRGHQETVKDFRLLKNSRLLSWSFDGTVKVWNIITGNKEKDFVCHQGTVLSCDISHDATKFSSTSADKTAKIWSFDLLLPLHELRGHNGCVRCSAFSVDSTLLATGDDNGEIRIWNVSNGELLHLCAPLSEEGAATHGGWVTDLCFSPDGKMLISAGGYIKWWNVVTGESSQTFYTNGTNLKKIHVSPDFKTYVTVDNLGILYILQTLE
#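 Material: reconstituted apoptosome with Apaf-1, cytochrome c, caspase-9, procaspase-3, dATP; medium: pH 7.5 Hepes buffer with CHAPS, BSA, DTT; also added: cytochrome c and DEVD-Rh110 substrate; timing: 30 min plus 50 min, RT; signal: Rh110 fluorescence intensity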
# Active calls of the source: *; i = inactive; . = not tested or not shown. Not a hit list. Share with any hit: about 4.1%.
SMILES,NALP3 yeast inh,SENP1 inh,SENP6 block,HKDC1 inhibitor,PfG6PD inh,SENP7 block,SENP8 block-1,SENP8 block-2,Apaf1 inhib
Cc1cc(Cl)ccc1NC(=S)NCCc1ccc(S(N)(=O)=O)cc1,2,2,0,-2,11,1,27,7,-7
COc1cc(CC(=O)OCC(=O)N(C)C2CCCCC2)cc(OC)c1OC,-18,2,7,-9,-7,4,13,-6,-5
CC(C)C(=O)N1CCN(S(=O)(=O)c2ccc3ccccc3c2)CC1,16,-1,-12,4,-14,-3,13,2,12
COc1ccc(C2C3=C(CC(C)(C)CC3=O)Oc3ncn(Cc4ccco4)c(=N)c32)cc1 (stereo not given),6,-3,1,2,1,-15,6,-3,9
Cc1cc(C)nc(Nc2n[nH]c(-c3ccccc3N)n2)n1,23,1,8,-2,0,7,-160,-2,9
Cc1c(C)n(C(=O)CN2CCC(C)CC2)c2ccccc12,16,1,5,-4,1,5,16,-2,-5
C=CCSc1nc2ccccc2c(=O)n1C1CCOC(C)(C)C1 (stereo not given),23,1,-13,-6,-5,-2,14,-15,-3
CCC(C)c1ccccc1NC(=O)Cc1coc2cc3c(cc12)CCC3 (stereo not given),14,-1,-6,0,10,6,1,-4,16
O=C(NCC1COCCO1)c1cc(COc2ccc(F)cc2F)on1 (stereo not given),10,-1,-7,-8,3,-6,14,0,-2
Cc1noc(NS(=O)(=O)c2ccc(NS(=O)(=O)c3ccc(Cl)cc3)cc2)c1C,3,0,7,-4,-21,-13,20,8,-2
CSc1ccc(CN(C)C(=O)C(c2ccccc2)c2ccccc2)cc1,18,-7,-26,8,1,1,7,-2,25
CCS(=O)(=O)N1Cc2ccccc2CC1C(=O)Nc1nc(C)cs1 (stereo not given),9,0,-14,7,-8,-8,6,0,-1
Cc1cccc(C(C(=O)NC2CCCC2)N(C(=O)c2csnn2)C2CC2)c1 (stereo not given),15,-1,-18,-2,-12,-3,11,-8,13
Cn1c(N2CCOCC2)c(/C=N/OC(=O)c2cccnc2Cl)c2ccccc21,.,-12,.,-11,5,.,25,.,.
CC1CC2CCCC(O)=C2C(=O)O1 (stereo not given),.,2,.,-5,-8,.,25,.,.
CCN(CC(=O)Nc1ccc(NC(C)=O)cc1)C(=O)CCCOc1ccc(C(C)(C)C)cc1,34,-1,-4,4,13,-3,6,14,27
COc1ccccc1CNCC(=O)Nc1ccc(C(F)(F)F)cc1,17,3,-7,1,0,2,16,-2,-5
Cc1ccc(NC(=O)CCC(=O)NNC(=O)c2cccs2)c(C)c1,12,1,2,-13,-4,-2,18,-5,-14
Cc1[nH]nc2nc(SCC(=O)NCCC3=CCCCC3)n(-c3ccc(Br)cc3)c(=N)c12,11,2,-8,-6,4,2,-18,6,24
CCCCn1c(CNC(=O)C23CC4CC(CC(C4)C2)C3)nnc1SC(C)CC (stereo not given),16,1,-12,-8,7,-5,6,-11,22
N#CC1(c2ccc(NC(=O)c3ccccc3F)cc2)CCCC1,-6,2,84*,3,31,76*,17,76*,-3
O=C(O)c1cc(N/N=C/c2ccc(N3CCOCC3)s2)ccc1Cl,19,-68,6,16,19,8,-112,-3,10
O=C(CSc1ccc(-c2ccc(F)cc2)nn1)N1CCOCC1,6,2,38,-3,-4,43,8,24,-4
N#Cc1cccc(NC(=O)CSc2cccc[n+]2[O-])c1,11,1,-1,3,-6,1,9,-9,9
CCN(CC)CCN(CC(=O)N(C1CCCCC1)C1CCCCC1)C(=O)c1cccnc1,-3,1,-2,3,-19,0,4,2,-10
CC[C@]1(C(=O)OC)[C@H]2C(=O)N(Cc3ccccc3)C(=O)[C@H]2[C@H]2CN=C(SCc3ccc(C)cc3)N21,.,1,.,4,19,-7,8,.,27
CC(C)(C)OC(=O)[C@H](Cc1ccccc1)NC(=O)c1nc[nH]c1C(=O)NC1CCNCC1,8,0,-10,-2,13,-5,5,7,0
CC1=CC(C)(C)N2C(=O)C3(NCCc4c3[nH]c3ccccc43)c3cc(C)cc1c32 (stereo not given),7,1,-19,-2,-3,-5,10,-4,14
Cc1cc(CNC(=O)COC(=O)c2ccc(Cl)c(N)c2)cc(C)c1O,15,0,2,1,-27,5,i,-2,7
O=C1Nc2ccc([N+](=O)[O-])cc2OC1CCN1CCN(c2ccccc2)CC1 (stereo not given),17,-69,10,2,-5,-6,-9,-1,3
c1ccc(SCc2nc(-c3cccnc3)no2)cc1,28,0,-4,-2,-3,-9,-5,-3,15
CN(CC(=O)Nc1cccc(S(=O)(=O)N2CCCC2)c1)CC(=O)Nc1ccc(F)c(F)c1F,.,0,.,-3,-3,.,-2,.,.
O=C(O)CN1C(=O)C2C3CC(C2C1=O)C1C(c2ccccc2)c2sc(=O)[nH]c2SC31 (stereo not given),6,-64,9,-11,0,-6,27,-3,-6
O=C(O)c1ccc(O)c(O)c1,0,0,0,-4,1,11,30,-7,-14
Clc1ccc(-c2nc3ncccn3c2Nc2ccc3c(c2)OCCO3)cc1,-1,22,13,2,-8,-14,14,5,18
[O-]/C(=C(\C(=S)NCCN1CCOCC1)[n+]1ccccc1)c1ccc(Cl)s1,14,-1,1,15,6,7,10,-5,5
O=C(c1ccncc1)N1CCN(c2ccc3ccccc3n2)CC1,0,0,7,-5,10,4,-208,-2,-6
CCOC(=O)c1c(C)[nH]c(C(=O)N2CCN(CC)CC2)c1C,7,0,-22,-3,11,-3,10,-7,0
N#CC(C#N)=c1ccc2c(c1)N1C(c3ccccc3)=CC(c3ccccc3)C3CCCCC31N=2 (stereo not given),22,3,-7,2,12,5,25,2,17
COc1cccc(NC(=O)CNC(=O)N2CC(=O)Nc3ccccc32)c1,0,-1,11,3,7,8,3,-2,-6

# Three entries out of the list above, arranged by the number in SENP8 block-2, smallest number first.
SMILES	SENP8 block-2
O=C(O)c1ccc(O)c(O)c1	-7
O=C(c1ccncc1)N1CCN(c2ccc3ccccc3n2)CC1	-2
Clc1ccc(-c2nc3ncccn3c2Nc2ccc3c(c2)OCCO3)cc1	5

# Remaining list, next part.
SMILES,NALP3 yeast inh,SENP1 inh,SENP6 block,HKDC1 inhibitor,PfG6PD inh,SENP7 block,SENP8 block-1,SENP8 block-2,Apaf1 inhib
CCCCn1c(SCC(=O)NC2CCS(=O)(=O)C2)nc2ccccc2c1=O (stereo not given),20,-1,0,-6,13,-3,3,1,2
Cc1cccc(C(=O)N[C@H](C(=O)NCc2cccs2)C(C)C)c1,12,2,-6,-2,1,3,12,-3,0
Cc1cc(C)n2nc(-c3cnn(C)c3C(F)(F)F)c(Cl)c2n1,22,1,-4,-5,-10,8,-47,9,-1
CC(C)C(NC(=O)c1ccc(Cl)cc1Cl)C(=O)NCCc1ccccn1 (stereo not given),12,3,-5,-3,2,-6,4,0,3
CC(OC(=O)c1cc(=O)c2ccccc2o1)C(=O)Nc1ccc(N(C)C)cc1 (stereo not given),3,3,3,-1,17,2,27,2,-1
O=C(NCc1ccc(F)cc1)C1CCCN1C(=O)Nc1cccc(F)c1 (stereo not given),18,2,6,-10,-12,-10,17,-6,-2
COCCn1nnnc1C(C(C)C)N1CCSCC1 (stereo not given),1,0,-22,-2,-2,-1,9,6,0
O=C(CN1CCOCC1)Nc1cccc(Br)c1,-6,-1,6,4,-6,5,3,-2,-15
Cn1c(=O)[nH]c(=O)c2c1nc(CN1CCOCC1)n2CCc1ccccc1,-4,1,-9,2,-6,-1,12,3,-5
CCCCOC(=O)C1CN(c2ccccc2)N=C1C(C)=O (stereo not given),50,-29,-10,4,-16,-9,-396,-2,16

# Complete entries as entered above. Order of values: NALP3 yeast inh | SENP1 inh | SENP6 block | HKDC1 inhibitor | PfG6PD inh | SENP7 block | SENP8 block-1 | SENP8 block-2 | Apaf1 inhib
# N#Cc1cccc(NC(=O)CSc2cccc[n+]2[O-])c1 is listed with 11 | 1 | -1 | 3 | -6 | 1 | 9 | -9 | 9
# Clc1ccc(-c2nc3ncccn3c2Nc2ccc3c(c2)OCCO3)cc1 is listed with -1 | 22 | 13 | 2 | -8 | -14 | 14 | 5 | 18
# Cc1cc(CNC(=O)COC(=O)c2ccc(Cl)c(N)c2)cc(C)c1O is listed with 15 | 0 | 2 | 1 | -27 | 5 | i | -2 | 7

# (cont.)
SMILES,NALP3 yeast inh,SENP1 inh,SENP6 block,HKDC1 inhibitor,PfG6PD inh,SENP7 block,SENP8 block-1,SENP8 block-2,Apaf1 inhib
COc1cccc(NC(=O)c2cc(-c3ccc(C)o3)nc3ccccc23)c1,9,-9,-6,3,4,-1,-390,-10,17
O=C(O)c1ccc(-c2ccc(/C=C3\NC(=O)N(Cc4ccc(Cl)cc4)C3=O)o2)cc1,.,-32,.,2,2,.,-365,.,.
C=CCN(CC=C)C(=O)C(=O)c1cc(C)n(-c2ccc([N+](=O)[O-])cc2)c1C,15,0,-4,-5,11,-5,16,-12,10
CS(=O)(=O)c1ccc2nc(NC(=O)CCS(=O)(=O)c3ccccc3)sc2c1,11,-1,9,-3,2,5,9,3,7
COc1ccc2c(C(=O)CCl)c[nH]c2c1,-20,-5,-10,11,1,0,10,-4,-31
CCN(CC)S(=O)(=O)c1cc(NC(=O)C(C)N2CCN(c3ccccn3)CC2)ccc1C (stereo not given),8,1,-4,2,-11,-1,0,-4,2
CCN(CC)S(=O)(=O)c1ccc(N2CCOCC2)c(NC(=O)c2[nH]c(C)c(C(C)=O)c2C)c1,9,0,-4,-2,-10,-12,-140,9,-1
N#C/C(=C\c1cccnc1)C(=O)Nc1ccccc1,.,-34,.,-7,11,.,-20,.,.
Cc1c(C(=O)O)sc2nc(/C=C/c3cccc(O)c3)[nH]c(=O)c12,5,-32,-10,4,12,4,-272,0,3
COc1ccc(Cn2nnnc2C(c2cccs2)N2CCOCC2)cc1 (stereo not given),24,1,-3,5,8,0,18,-2,-9
O=[N+]([O-])c1cc(S(=O)(=O)/N=C(/c2ccccc2)N2CCOCC2)ccc1Cl,8,1,-5,-5,-8,-3,7,-5,-6
Nc1ccc(S(=O)(=O)NC(=O)c2ccccc2)cc1,-2,-1,-14,-3,-4,-8,9,-11,15
CC1CCN(c2nnc(N3CCC(C)CC3)c3ccccc23)CC1,11,-1,-3,1,20,2,-190,7,13
O=C(O)c1ccc(CSc2nc3ccccc3[nH]2)cc1,4,-2,21,4,-38,7,17,13,-8
COc1cc([N+](=O)[O-])ccc1NC(=O)COC(=O)C1=NN(c2ccccc2)C(=O)CC1,14,1,-2,8,-8,11,19,2,-1
COc1ccc(CNC(=O)CN(C)S(=O)(=O)c2ccc(Cl)cc2)cc1,4,-1,-8,-13,10,1,22,-3,5
O=[N+]([O-])c1ccccc1C1Nc2cccc3cccc(c23)N1,24,-8,20,30,67*,3,51*,23,22
O=C(O)c1cc2nc(C3CC3)cc(C(F)(F)F)n2n1,11,2,-13,0,-27,0,4,6,-5
Cc1ccc(N2CC(C(=O)Nc3nnc(SCC(=O)Nc4cc(C)on4)s3)CC2=O)cc1 (stereo not given),-12,0,4,-8,4,-4,4,-7,0
Cc1ccn2c(=O)nc(SCC(=O)N3N=C(c4cccs4)CC3c3ccc(F)cc3)nc2c1 (stereo not given),2,-23,5,7,2,-2,-171,1,25
